TAAR1 antagonist: antagonists of human TAAR1; Q96RJ0; CHO RD-HGA16 TAAR1, Fluo-8 calcium fluorescence, antagonist; inhibition, % at 3 µM; 360,000 compounds, 1.5% hits;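 active means inhibition above a per-plate cutoff, the mean inhibition of test compounds on that plate plus 3 SD, cut at about 49% in these data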;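 further: 0% = DMSO plus EC80 beta-PEA response and 100% = DMSO alone without agonist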
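Test system: hTAAR1-expressing CHO RD-HGA16 cells, Gα16-coupled; Probe or stimulus: EC80 β-phenethylamine stimulus; Compound dosing: single nominal final test compound concentration of 3 µM; Timing: 140 s kinetic read after compound, 140 s after agonist; Signal: Fluo-8 calcium-sensitive fluorescence; Measure: % inhibition of agonist calcium response; Controls: DMSO and EC80 PEA controls.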
TAAR1 ag: human TAAR1 agonism; CHO RD-HGA16 TAAR1, Fluo-8 calcium fluorescence; vehicle wells 0%, saturating PEA agonist 100%; activation, % at 3 µM; 360,000 compounds, 0.99% hits; AID 624467;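 active means activation above the mean activation of all test compounds in the run plus 3 SD, cut at about 38% in these data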
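System: CHO-derived RD-HGA16 cells with stable Gα16 and human TAAR1 / Times: 17-24 h plating, Fluo-8 75 min 37 °C, 30 min RT / Technique: calcium-sensitive Fluo-8 signal, excitation 470-495, emission 515-575 nm / Measure: % activation relative to PEA EC100 response / Benchmarks: DMSO and PEA EC100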
CHRM5 PAM: potentiates acetylcholine response at human M5 receptor; activation, % at 3 µM; P08912; 360,000 compounds, 0.3% hits; CHO-K1 hM5, Fluo-8 calcium, ACh EC20 PAM; 0% = ACh EC20, 100% = ACh EC100; AID 624038;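 active means activation above the run cutoff, the mean activation of all test compounds plus 3 SD, cut at about 18% in these data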
Target sequence (P08912 whole entry, looked up): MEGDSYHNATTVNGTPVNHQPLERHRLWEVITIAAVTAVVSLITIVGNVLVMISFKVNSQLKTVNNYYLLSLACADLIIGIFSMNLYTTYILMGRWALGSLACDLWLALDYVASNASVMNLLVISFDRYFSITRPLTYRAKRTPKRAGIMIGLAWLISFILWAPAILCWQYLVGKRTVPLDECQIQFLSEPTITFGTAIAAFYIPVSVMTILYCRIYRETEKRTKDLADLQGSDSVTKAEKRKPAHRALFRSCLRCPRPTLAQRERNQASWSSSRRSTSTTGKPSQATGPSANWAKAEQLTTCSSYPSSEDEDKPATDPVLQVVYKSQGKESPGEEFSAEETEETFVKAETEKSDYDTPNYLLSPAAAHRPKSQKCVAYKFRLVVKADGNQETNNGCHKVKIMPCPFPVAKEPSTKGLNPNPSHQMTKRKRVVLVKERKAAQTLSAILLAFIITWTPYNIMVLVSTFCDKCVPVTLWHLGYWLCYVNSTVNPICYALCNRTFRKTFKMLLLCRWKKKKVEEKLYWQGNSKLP
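system = human M5 receptor in CHO-K1 cells | reagent = EC20 acetylcholine as agonist stimulus | compound dosing = single-point, 3 µM nominal | incubation = Fluo-8 loading 80 min at 37 °C plus 30 min room temperature | detection = Fluo-8 calcium dye fluorescence, kinetic read | benchmarks = low control EC20 acetylcholine (0%), high control EC100 acetylcholine (100%)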
M1 PAM parental: counter-screen for M1 PAMs: effect in parental CHO-K1 cells; ATP EC20, Fluo-8 calcium fluorescence; 0% at ATP EC20, 100% at ATP max; activation, % at 3 µM; 360,000 compounds, 0.02% hits;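 active means activation above the run cutoff, the mean activation of all test compounds plus 3 SD, cut at about 40% in these data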;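 further: peak over basal fluorescence ratio in a 140 s read after ATP addition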
CHRM5 agonist: CHRM5 agonism in calcium assay. CHO-K1 hM5 cells, Fluo-8 calcium fluorescence; 0% DMSO wells, 100% maximal acetylcholine response. 360,000 compounds, 0.19% hits. activation, % at 3 µM;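 active means activation above the run's mean over test compounds plus 3 SD, cut at about 23% in these data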;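 further: signal is peak over basal fluorescence ratio across the kinetic read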
CRFR2-BP ag: CRF-BP/CRF-R2 complex agonism; HEK293 CRF-R2/CRF-BP, calcium dye fluorescence (FLIPR); percent of saturating CRF peptide response; activation, % at 13.2 µM; 350,000 compounds, 0.46% hits;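 active means activation of at least 50%, plus an integration ratio under a set limit after plate pattern correction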;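 further: plate controls were neutral control wells without compound for no effect and CRF at EC100 for full effect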
CHRM4 PAM: potentiates acetylcholine response at human M4 receptor | P08173 | CHO-K1 hM4/Gqi5, Fluo-8 calcium fluorescence, ACh EC20; 0% = ACh EC20, 100% = maximal ACh | activation, % at 3 µM | 360,000 compounds, 0.4% hits;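 active means activation above its plate's cutoff, the mean activation of sample wells plus 3 SD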; further: some results filed as inactive read as strong as hits
Target sequence (P08173 whole entry, looked up): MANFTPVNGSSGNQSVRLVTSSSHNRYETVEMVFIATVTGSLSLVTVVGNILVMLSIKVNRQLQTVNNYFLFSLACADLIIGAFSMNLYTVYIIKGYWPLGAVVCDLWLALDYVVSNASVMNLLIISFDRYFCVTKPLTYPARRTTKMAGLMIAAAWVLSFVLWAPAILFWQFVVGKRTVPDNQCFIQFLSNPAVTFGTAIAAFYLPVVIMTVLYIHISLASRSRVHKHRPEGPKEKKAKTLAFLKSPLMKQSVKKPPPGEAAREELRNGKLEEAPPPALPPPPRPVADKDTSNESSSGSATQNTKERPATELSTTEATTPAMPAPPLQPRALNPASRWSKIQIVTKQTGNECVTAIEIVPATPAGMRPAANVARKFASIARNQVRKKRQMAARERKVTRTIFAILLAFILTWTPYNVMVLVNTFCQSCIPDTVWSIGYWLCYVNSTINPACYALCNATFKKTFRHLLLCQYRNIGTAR
M5 antag: antagonists of human muscarinic M5 receptor (CHRM5) | CHO-hM5 cells, Fluo-8 calcium fluorescence, ACh EC80 | P08912 | inhibition, % at 3 µM | 360,000 compounds, 0.59% hits;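 active means inhibition above a per-plate cutoff, the mean of that plate's test compounds plus 3 SD, cut at about 27% in these data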;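 further: 0% = acetylcholine EC80 with DMSO and 100% = DMSO without agonist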
CRFR2-BP antag: CRF-BP/CRF-R2 complex antagonism; 350,000 compounds, 0.59% hits; HEK293 CRF-R2/CRF-BP, CRF-induced calcium fluorescence; inhibition, % at 11.8 µM; AID 588475;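 active means inhibition of the ligand-induced calcium signal above about 50% at the single tested concentration, limit read from the data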
Numbers without * were called inactive; & = joins results of further samples.

Results for CC(O)c1nc2ccccc2n1CCCCOc1ccccc1 (centres undefined) ?
TAAR1 antagonist: -16; TAAR1 ag: 4; CHRM5 PAM: -4; M1 PAM parental: 5; CHRM5 agonist: 2; CRFR2-BP ag: -1.8; CHRM4 PAM: -9; M5 antag: 11; CRFR2-BP antag: -46

Results for OC(C#CCN1CCCC1)c1ccccc1 (centres undefined) ?
TAAR1 antagonist: -8; TAAR1 ag: 6; CHRM5 PAM: -8; M1 PAM parental: 1; CHRM5 agonist: -7; CRFR2-BP ag: 3.8; CHRM4 PAM: -5; M5 antag: -1; CRFR2-BP antag: 1

What do the screens show for `Cc1ccc(S(=O)(=O)N[C@@H](Cc2ccccc2)C(=O)N2CCC(C(=O)N[C@H](C(=O)O)C(C)O)CC2)cc1` (some centres undefined)?
TAAR1 antagonist: 1; TAAR1 ag: 0; CHRM5 PAM: -2; M1 PAM parental: 10; CHRM5 agonist: -3; CRFR2-BP ag: -0.5; CHRM4 PAM: -3; M5 antag: 3; CRFR2-BP antag: 0

What do the screens show for `CC(C)CC(NC(=O)/C(=C/c1ccco1)NC(=O)c1ccc(Br)o1)C(=O)O` (centres undefined)?
TAAR1 antagonist: -23; TAAR1 ag: 3; CHRM5 PAM: 2; M1 PAM parental: 5; CHRM5 agonist: -2; CRFR2-BP ag: 2.6; CHRM4 PAM: -1; M5 antag: 1; CRFR2-BP antag: 58*

How did CCOc1cc(-c2noc(CCCC(=O)NC3CCCCC3)n2)ccc1OC do in these assays?
TAAR1 antagonist: -6; TAAR1 ag: 6; CHRM5 PAM: -3; M1 PAM parental: -10; CHRM5 agonist: -2; CRFR2-BP ag: -0.7; CHRM4 PAM: 0; M5 antag: 12; CRFR2-BP antag: 1

What do the screens show for `CN1OC(CC(=O)O)N(c2ccc(Cl)cc2)C1=O` (centres undefined)?
TAAR1 antagonist: 4; TAAR1 ag: 3; CHRM5 PAM: 10; M1 PAM parental: 15; CHRM5 agonist: -4; CRFR2-BP ag: 0.3; CHRM4 PAM: 1; M5 antag: -6; CRFR2-BP antag: 7

Results for COC(=O)c1ccc(CSc2nnc(CNC(=O)c3ccc(OC)cc3)o2)o1 ?
TAAR1 antagonist: 9; TAAR1 ag: 25; CHRM5 PAM: -5; M1 PAM parental: 18; CHRM5 agonist: 6; CRFR2-BP ag: -1.0; CHRM4 PAM: 2; M5 antag: 5; CRFR2-BP antag: -25

How did CC(=O)N(NC(N)=O)C(C)CC(=O)C1C(C)C=CCC1(C)C (centres undefined) do in these assays?
TAAR1 antagonist: -24; TAAR1 ag: 4; CHRM5 PAM: 1; M1 PAM parental: 5; CHRM5 agonist: 6; CRFR2-BP ag: 0.2; CHRM4 PAM: -5; M5 antag: 5; CRFR2-BP antag: -1

How did O=C(/C=C/c1ccccc1)NC1CCS(=O)(=O)C1 (centres undefined) do in these assays?
TAAR1 antagonist: 6; TAAR1 ag: 0; CHRM5 PAM: 0; M1 PAM parental: -6; CHRM5 agonist: -1; CRFR2-BP ag: -2.9; CHRM4 PAM: 16; M5 antag: -1; CRFR2-BP antag: 19

How did CN(Cc1ccccc1)C(=O)[C@@H]1CCCN1C(=O)[C@@H]1CCCN1C(=O)OC(C)(C)C do in these assays?
TAAR1 antagonist: 11; TAAR1 ag: 2; CHRM5 PAM: -8; M1 PAM parental: 23; CHRM5 agonist: 2; CHRM4 PAM: 7; M5 antag: 1

How did COc1ccc(NC(=O)C[C@H]2C(=O)N(c3ccc(Br)cc3)C[C@@H]2c2ccc(OC)cc2)cc1 do in these assays?
TAAR1 antagonist: 1; TAAR1 ag: -2; CHRM5 PAM: 5; M1 PAM parental: 23; CHRM5 agonist: -3; CRFR2-BP ag: -0.3; CHRM4 PAM: 1; M5 antag: -6; CRFR2-BP antag: 8

Results for COc1ccc(S(=O)(=O)N2CCCCC2)cc1NC(=O)c1ccccc1 ?
TAAR1 antagonist: -10; TAAR1 ag: 1; CHRM5 PAM: 0; M1 PAM parental: -15; CHRM5 agonist: 0; CRFR2-BP ag: -1.7; CHRM4 PAM: 3; M5 antag: 3; CRFR2-BP antag: -4

How did CCOc1ccc(NS(=O)(=O)c2ccc(C(=O)NCC(c3ccccc3OC)N3CCCC3)cc2)cc1 (centres undefined) do in these assays?
TAAR1 antagonist: 25; TAAR1 ag: 25; CHRM5 PAM: -32; M1 PAM parental: -3; CHRM5 agonist: -8; CRFR2-BP ag: 16; CHRM4 PAM: -20; M5 antag: 15; CRFR2-BP antag: -28

What do the screens show for `C[n+]1c2n(c3ccccc31)N=C(c1ccccc1)CS2`?
TAAR1 antagonist: -4&-3; TAAR1 ag: 5&4; CHRM5 PAM: 5&5; M1 PAM parental: -18&-2; CHRM5 agonist: -2&-1; CRFR2-BP ag: 1.8&-0.1; CHRM4 PAM: 0&1; M5 antag: 2&-3; CRFR2-BP antag: 13&-2

What do the screens show for `CSCC[C@H](NC(=O)OC(C)(C)C)C(=O)N1CCC(C(=O)N[C@H](C(=O)O)C(C)C)CC1`?
TAAR1 antagonist: -15; TAAR1 ag: 15; CHRM5 PAM: 2; M1 PAM parental: 7; CHRM5 agonist: 2; CRFR2-BP ag: -1.0; CHRM4 PAM: 3; M5 antag: -4; CRFR2-BP antag: 6

How did O=C(OC(C(=O)NCc1ccccc1)c1ccccc1F)c1ccco1 (centres undefined) do in these assays?
TAAR1 antagonist: 4; TAAR1 ag: 3; CHRM5 PAM: -5; M1 PAM parental: -4; CHRM5 agonist: -4; CRFR2-BP ag: 0.6; CHRM4 PAM: -12; M5 antag: 14; CRFR2-BP antag: -7

Results for O=C1c2ccccc2S(=O)(=O)c2cc(C(=O)N(c3ccccn3)c3ccccn3)ccc21 ?
TAAR1 antagonist: 65*; TAAR1 ag: 145*; CHRM5 PAM: -19; M1 PAM parental: 9; CHRM5 agonist: 67*; CRFR2-BP ag: 173*; CHRM4 PAM: 2; M5 antag: -2; CRFR2-BP antag: -58

How did COc1ccc(C(=O)NCc2nnc(SCC(=O)Nc3nc4ccc(C)cc4s3)o2)cc1OC do in these assays?
TAAR1 antagonist: -3; TAAR1 ag: 4; CHRM5 PAM: 1; M1 PAM parental: 25; CHRM5 agonist: 0; CRFR2-BP ag: -2.0; CHRM4 PAM: 4; M5 antag: -2; CRFR2-BP antag: 0

How did O=C(Nc1ccon1)c1csc2ccccc12 do in these assays?
TAAR1 antagonist: 3; TAAR1 ag: 10; CHRM5 PAM: 2; M1 PAM parental: 13; CHRM5 agonist: -1; CRFR2-BP ag: -0.7; CHRM4 PAM: 4; M5 antag: -8; CRFR2-BP antag: -44

Results for CCOCCCNC(=O)CN1C(=O)CSc2cc(S(=O)(=O)N3CCCCCC3)ccc21 ?
TAAR1 antagonist: 4; TAAR1 ag: -3; CHRM5 PAM: -7; M1 PAM parental: -5; CHRM5 agonist: 1; CRFR2-BP ag: -3.2; CHRM4 PAM: 1; M5 antag: 6; CRFR2-BP antag: 6

Sorted by length of the SMILES (smallest number first): some entries from above.
How did O=C(Nc1ccon1)c1csc2ccccc12 do in these assays?
TAAR1 antagonist: 3; TAAR1 ag: 10; CHRM5 PAM: 2; M1 PAM parental: 13; CHRM5 agonist: -1; CRFR2-BP ag: -0.7; CHRM4 PAM: 4; M5 antag: -8; CRFR2-BP antag: -44

What do the screens show for `CC(C)CC(NC(=O)/C(=C/c1ccco1)NC(=O)c1ccc(Br)o1)C(=O)O` (centres undefined)?
TAAR1 antagonist: -23; TAAR1 ag: 3; CHRM5 PAM: 2; M1 PAM parental: 5; CHRM5 agonist: -2; CRFR2-BP ag: 2.6; CHRM4 PAM: -1; M5 antag: 1; CRFR2-BP antag: 58*

How did CN(Cc1ccccc1)C(=O)[C@@H]1CCCN1C(=O)[C@@H]1CCCN1C(=O)OC(C)(C)C do in these assays?
TAAR1 antagonist: 11; TAAR1 ag: 2; CHRM5 PAM: -8; M1 PAM parental: 23; CHRM5 agonist: 2; CHRM4 PAM: 7; M5 antag: 1

Later entries.
Results for CNC(=S)NNc1ccccc1[N+](=O)[O-] ?
TAAR1 antagonist: -12; TAAR1 ag: 3; CHRM5 PAM: 5; M1 PAM parental: 5; CHRM5 agonist: 0; CRFR2-BP ag: -0.3; CHRM4 PAM: 4; M5 antag: -7; CRFR2-BP antag: 13

How did COc1ccc(OCC(=O)Nc2cc(OC)ccc2N2CCCCC2)cc1 do in these assays?
TAAR1 antagonist: 5; TAAR1 ag: -1; CHRM5 PAM: -6; M1 PAM parental: -5; CHRM5 agonist: -4; CRFR2-BP ag: -0.6; CHRM4 PAM: -2; M5 antag: 18; CRFR2-BP antag: -14

Results for CCCN1CCN(C(=O)Cn2cnc3ccc(S(=O)(=O)N4CCC(C)CC4)cc3c2=O)CC1 ?
TAAR1 antagonist: 1; TAAR1 ag: 0; CHRM5 PAM: -7; M1 PAM parental: 28; CHRM5 agonist: -2; CRFR2-BP ag: -0.9; CHRM4 PAM: 1; M5 antag: 22; CRFR2-BP antag: 8

What do the screens show for `O=C(NC1CCS(=O)(=O)C1)/C(=C/c1ccco1)NC(=O)c1ccccc1` (centres undefined)?
TAAR1 antagonist: 1; TAAR1 ag: 0; CHRM5 PAM: 1; M1 PAM parental: 22; CHRM5 agonist: -4; CRFR2-BP ag: -1.6; CHRM4 PAM: 6; M5 antag: 9; CRFR2-BP antag: -4

Results for CN1CCc2c(sc3c2c(=O)n(-c2ccccc2)c2nnc(SCc4ccc(F)cc4)n32)C1 ?
TAAR1 antagonist: 12; TAAR1 ag: 0; CHRM5 PAM: 7; M1 PAM parental: 16; CHRM5 agonist: 0; CRFR2-BP ag: -0.8; CHRM4 PAM: -5; M5 antag: 1; CRFR2-BP antag: -1

How did COc1ccc(CNC(=O)[C@@H]2CC=C[C@@H]3CCN(Cc4ccc(Cl)c(Cl)c4)C(=O)[C@@H]32)cc1 do in these assays?
TAAR1 antagonist: 17; TAAR1 ag: 9; CHRM5 PAM: -4; M1 PAM parental: 0; CHRM5 agonist: 1; CRFR2-BP ag: -0.1; CHRM4 PAM: 10; M5 antag: 9; CRFR2-BP antag: 7

Results for COc1ccccc1N1CCN(CCCN2CC(=O)N3CCCCC3C2=O)CC1 (centres undefined) ?
TAAR1 antagonist: 11; TAAR1 ag: 2; CHRM5 PAM: 2; M1 PAM parental: 10; CHRM5 agonist: 0; CRFR2-BP ag: -1.1; CHRM4 PAM: 5; M5 antag: -3; CRFR2-BP antag: 12

What do the screens show for `O=C(Nc1ccc2c(c1)CCO2)Nc1nnc([C@H]2C[C@H](O)[C@@H](CO)O2)s1`?
TAAR1 antagonist: 1; TAAR1 ag: 5; CHRM5 PAM: -1; M1 PAM parental: 12; CHRM5 agonist: 0; CHRM4 PAM: 5; M5 antag: 7

Screens from PubChem.
